ELG1 genotoxic: qHTS screen for small molecules that induce genotoxicity in human embryonic kidney (HEK293T) cells expressing luciferase-tagged ELG1; HEK293T ELG1-luciferase reporter, luminescence, 16 h; Potency, µM (doses to about 46 µM), for the others: at the top dose activity change, positive = activation, most hits filed as activators; 330,000 tested, 1.3% active; AID 504466, 2011; further: potency means the concentration at half of the fitted maximal effect; % of control where 0% means no effect; nearly all actives have a fitted effect of over 60% in size
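Cells (2,000/well) expressing the ELG1-luciferase fusion are dosed by pin tool and kept 16 hr at 37 °C, 5% CO2. Signal comes from ONE-Glo luciferase reagent after 30 min at room temperature.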
ASM inhibitor: Inhibitors of Secretory Acid Sphingomyelinase (S-ASM): qHTS; Potency, µM (titrated, usually from 57.5 µM), for the others: at the highest dose activity change, negative = inhibition, hits mostly inhibitors; 340,000 tested, 0.006% active; placental ASM, HMU-PC fluorogenic substrate, 60 min; further: potency means the concentration at half of the fitted maximal effect
Target sequence (P17405 47-631 limits assumed): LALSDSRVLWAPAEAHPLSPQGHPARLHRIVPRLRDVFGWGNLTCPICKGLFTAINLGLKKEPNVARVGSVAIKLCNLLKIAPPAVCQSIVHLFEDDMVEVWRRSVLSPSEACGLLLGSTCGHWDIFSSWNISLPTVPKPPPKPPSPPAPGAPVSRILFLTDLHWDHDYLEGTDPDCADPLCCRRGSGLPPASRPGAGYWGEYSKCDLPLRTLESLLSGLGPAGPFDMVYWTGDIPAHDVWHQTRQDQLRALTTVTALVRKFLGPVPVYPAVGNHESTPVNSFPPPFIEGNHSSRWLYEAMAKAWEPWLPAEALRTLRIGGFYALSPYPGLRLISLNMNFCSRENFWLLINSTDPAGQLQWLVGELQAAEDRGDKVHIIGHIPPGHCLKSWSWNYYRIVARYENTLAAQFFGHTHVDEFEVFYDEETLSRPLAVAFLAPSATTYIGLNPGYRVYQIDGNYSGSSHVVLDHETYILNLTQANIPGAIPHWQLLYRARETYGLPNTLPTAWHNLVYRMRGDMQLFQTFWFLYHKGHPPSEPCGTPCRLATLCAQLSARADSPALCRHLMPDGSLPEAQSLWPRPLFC
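qHTS format. ASM enzyme prepared from human placenta hydrolyses the fluorogenic substrate HMU-PC0 (9 uM final) over 60 min at 37 °C after a 10 min compound preincubation.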
USP2a inh: qHTS Assay for Inhibitors of Ubiquitin-specific Protease USP2a Using CHOP2 as the Reporter; 330,000 tested, 0.01% active; USP2 core, Ub-CHOP2 coupled fluorogenic reporter, 485/531; Potency, µM (titrated, usually from 38.3 µM), inactives show at the top dose activity change, negative = inhibition, most hits filed as inhibitors;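 further: potency means the concentration at half of the fitted maximal effect; plate controls were DMSO wells for no effect and full inhibition by NEM control for full effect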
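Deubiquitinase activity read as fluorescence (485/531 nm) after Ub-CHOP2 cleavage activates the enterokinase reporter on its substrate; USP2 core 10nM, Ub-CHOP2 and substrate 25nM each, 30min compound preincubation then 60min RT; data normalized to NEM, curves fitted.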
p53 reactivation: qHTS assay for re-activators of p53 using a Luc reporter; AID 504706, 2011; H1299 p53-A138V BP100-luciferase reporter, luminescence, 24 h; 320,000 tested, 0.063% active; Potency, µM (doses to about 92.2 µM), for the others: at the top dose activity change, positive = activation, usual class: activators; further: potency means the concentration at half of the fitted maximal effect; % of control where 0% means no effect; nearly all actives have a fitted effect of over 45% in size
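p53-null H1299 cells stably carrying temperature-sensitive p53-A138V and a BP100-luciferase reporter were pinned with compounds (4-point, 1:5 series) and held 24 hrs at 37 deg C. Luminescence was read 10 min after detection reagent.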
TRPV1 ag: HTS Assay for Compounds that Act as Agonists of the Vanilloid Receptor 1; TRPV1-expressing cells, Fluo-8 calcium influx, agonist mode; activation, % at 8.33 µM; 320,000 tested, 0.19% active; Transient receptor potential cation channel subfamily V member 1 (Homo sapiens), Q8NER1; in the data active means activation above about 80%; inconclusive means between about 30% and that limit; further: 0% is about no effect
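Fluo-8 calcium influx in TRPV1-expressing cells, kinetic read (ex 480/em 520 nm). Compound added and read 3 min for agonist activity, followed by capsaicin at EC20 final and 2 min further read for enhancement.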
Eya2 inh: qHTS Assay for Inhibitors of the Phosphatase Activity of Eya2. recombinant Eya2, OMFP fluorescence dephosphorylation (OMFP is methylfluorescein phosphate). Potency, µM (highest dose often 76.9 µM), for inactives: top-dose activity, negative = inhibition, hits mostly inhibitors. 330,000 tested, 0.006% active. AID 488837, 2010; further: potency means the concentration at half of the fitted maximal effect; on the % scale 0 is the no-effect control and ±100 the full control effect
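Eya2 protein (added as 0.2 uM solution) was preincubated with compound for 10 min at ambient temperature in 50 mM HEPES pH 7.5, 50 mM NaCl, 5 uM MgCl2, 0.05% BSA, 1 mM DTT. OMFP (added at 50 uM) then reacted 10 min; fluorescence read at 485/525 nm.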
B2AR arrestin: qHTS assay of beta-arrestin-biased ligands of beta2-adrenergic receptor | Beta-2 adrenergic receptor (Homo sapiens), P07550 | beta-arrestin recruitment to beta2AR, cell-based reporter | Potency, µM (series often up to 46.1 µM), for the others: at the highest dose activation, usual class: activators | 330,000 tested, 0.02% active | AID 492947, 2010;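 further: potency means the concentration at half of the fitted maximal effect; 0% = DMSO controls and full agonism = EC100 isoproterenol or metaproterenol; nearly all actives have a fitted effect of over 65% in size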
uPA generation: qHTS for Inhibitors of Cell Surface uPA Generation. cell surface uPA generation assay, qHTS. Potency, µM (titrated, usually from 38.3 µM), inactives show top-dose activity change, negative = inhibition, hits mostly inhibitors. 330,000 tested, 0.31% active; active means well fitted inhibition curve with a large enough effect; inconclusive means small, poorly fitted or top-dose-only effect; inactive means no such curve, though single readings can be large or run the other way; tested in mouse RAW 264.7 cells; further: potency means the concentration at half of the fitted maximal effect; on the % scale 0 is the no-effect control and ±100 the full control effect; nearly all actives have a fitted effect of over 55% in size
BRCA1 expr act: qHTS Assay to Identify Small Molecule Activators of BRCA1 Expression | 380,000 tested, 1.1% active | MCF7-BRCA1-FFLuc reporter, luminescence, 48 h; response scale: scaled: vehicle 0%, 10 µM genistein 100% | Potency, µM (highest dose often 46.1 µM), inactives show at the highest dose activation, hits mostly activators; further: potency means the concentration at half of the fitted maximal effect; nearly all actives have a fitted effect of over 80% in size; some results filed as inactive show a strong effect at the top dose
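Using MCF7 cells harboring a BRCA1 firefly luciferase reporter, plated 2 h before compound pinning, the screen measured luminescence after 48 h incubation. Responses were normalized to DMSO and 10 microM genistein, then fitted for concentration-effect.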
Integrin act MD: qHTS for Activators of Integrin-Mediated Alleviation for Muscular Dystrophy; alpha7betagal myoblasts, beta-gal FDG fluorescence, 48 h; Potency, µM (titrated, usually from 38.3 µM), for inactives: at the top dose activation, usual class: activators; 350,000 tested, 0.064% active;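 further: potency means the concentration at half of the fitted maximal effect; 100% = response of the positive control SU9516; nearly all actives have a fitted effect of over 60% in size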
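alpha7betagal+/- myoblasts (passage 13, 250/well) treated 48 h at 37C with compounds at 1:260 dilution of DMSO stock. Lysed, then beta-galactosidase activity read as FDG fluorescence (ex 480/em 540) after 30 min, with pre-read for autofluorescence.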
PTAP TSG101 blk: qHTS Assay for Iinhibitors of HIV-1 Budding by Blocking the Interaction of PTAP/TSG101. Tumor susceptibility gene 101 protein (Homo sapiens), Q99816. Fluorescence polarization, FITC-PTAP peptide / Tsg101 binding. Potency, µM (doses to about 115 µM), without a hit: top-dose activity change, negative = inhibition, most hits filed as inhibitors. 340,000 tested, under 10 active; active means well fitted inhibition curve with a large enough effect in the main read-out, with a control signal flat, not every such curve was filed as active; inconclusive means small, poorly fitted or top-dose-only effect, or effect the other way, or a change in a side signal; inactive means no such curve, though single readings can be large or run the other way; further: potency means the concentration at half of the fitted maximal effect; % of control where 0% means no effect
Target sequence (Q99816 whole entry, looked up): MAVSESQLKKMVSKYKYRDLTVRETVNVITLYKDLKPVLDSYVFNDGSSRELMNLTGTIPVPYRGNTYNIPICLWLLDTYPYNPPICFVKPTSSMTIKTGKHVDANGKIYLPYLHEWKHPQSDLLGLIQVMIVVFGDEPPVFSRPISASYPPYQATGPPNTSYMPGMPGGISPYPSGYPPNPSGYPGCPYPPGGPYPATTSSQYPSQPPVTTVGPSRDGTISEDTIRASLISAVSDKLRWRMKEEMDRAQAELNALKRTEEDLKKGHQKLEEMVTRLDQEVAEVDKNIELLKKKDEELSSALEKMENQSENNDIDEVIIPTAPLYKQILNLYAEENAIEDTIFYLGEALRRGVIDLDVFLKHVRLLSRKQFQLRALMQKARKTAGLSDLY
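Fluorescence polarization binding of Tsg101 binding domain (10 uM final) to FITC-labeled PTAP peptide (50 nM final) in HEPES pH 7.5 buffer with NaCl, Tween 20, EDTA, TCEP. Compounds added before peptide; binding 20 min at RT.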
* = called active by the depositor; ? = inconclusive; nt = not tested or not shown; [ ] = dose if it differs, or a comment. Unless noted, the call rests on the fitted dose curve; in most records, active means well fitted curve in the direction sought with a large enough effect; inconclusive means small, poorly fitted or top-dose-only effect, or another doubt; inactive means no such curve, though single readings can be large; an effect the other way counts as inactive or inconclusive.

SMILES	ELG1 genotoxic	ASM inhibitor	USP2a inh	p53 reactivation	TRPV1 ag	Eya2 inh	B2AR arrestin	uPA generation	BRCA1 expr act	Integrin act MD	PTAP TSG101 blk
CCCc1nnc(NC(=O)CCC(=O)N2CCN(S(=O)(=O)c3ccc(F)cc3)CC2)s1	-5%	2%	-2%	2%	-3	-1%	0.4%	-1%	0%	3%	-4%
C=CCNc1nc(Nc2ccc(OC)cc2OC)nc(OCC)n1	1%	1%	0%	-5%	8	-5%	0.1%	6%	-8%	-11%	-12%
CN(C)c1nc(N(C)C)n(C(=O)c2ccc(F)cc2)n1	4%	-2%	7%	-2%	-2	-29%	-1.0%	-3%	-8%	-1%	-3%
Cc1ccccc1NC(=O)c1ccco1	0%	2%	-1%	6%	-1	9%	-1.1%	5%	6%	0%	5%
CCOc1cnn(-c2cc(Oc3ccc(C)cc3)ncn2)c(=O)c1Cl	-3%	0%	3%	-7%	-4	0%	3.0%	0%	7%	1%	-11%
COc1ccc(C(=O)O)cc1S(=O)(=O)NCCc1ccccn1	2%	2%	-4%	-2%	0	-2%	-0.5%	5%	9%	-18%	-3%
COc1ccc(/C=C/C(=O)Nc2ccccc2C)cc1S(=O)(=O)N1CCOCC1	-3%	-25%	9%	10%	-1	5%	-0.5%	-7%	49%	-14%	-2%
CCOc1cc(C)c(Cl)cc1S(=O)(=O)NCc1ccco1	-1%	3%	-1%	-8%	1	nt	-0.2%	-1%	8%	10%	-1%
NC(=O)CSc1n[nH]c(=O)n1CCc1ccccc1	0%	1%	4%	0%	-5	6%	0.1%	7%	-7%	-24%	1%
COC(c1ccccc1)c1nnc(CCC(=O)NCc2cccc(-n3cccn3)c2)o1 (configuration not stated)	1%	5%	-1%	2%	2	-15%	0.0%	-2%	19%	-4%	2%
COc1ccc(-c2c(C(F)(F)F)[nH]n3c(=O)cc(-c4ccccc4)nc23)cc1	-8%	nt	-1%	7%	-2	-2%	-1.0%	8%	-81%	5%	-10%
Cc1ccccc1N(CC(=O)NC1CCCCC1)C(=O)c1csnn1	6%	1%	-3%	-1%	3	0%	0.1%	3%	-22%	8%	-2%
NC(=O)CN1CCCN(S(=O)(=O)c2ccc(Br)cc2)CC1	1%	2%	0%	7%	3	-2%	0.6%	0%	3%	0%	-4%
O=S(=O)(Nc1ccccc1)c1cccc2nsnc12	-3%	0%	1%	7%	2	0%	-0.6%	3%	-5%	?	-1%
O=C(NC1CCCC1)c1nc2c(nnn2Cc2cccc(Cl)c2)c(=O)[nH]1	2%	-3%	1%	-3%	-2	-4%	-0.7%	nt	-25%	-9%	-1%
O=C(Nc1cccc(Cl)c1)C1C2C=CC3(O2)C1C(=O)N(CCN1CCCCC1)C3C(=O)NC1CCCCC1 (configuration not stated)	2%	-4%	-1%	3%	0	11%	-1.0%	-5%	-3%	-52%[inhibitor]	-5%
O=C(CSc1ccccc1)NCCSCc1ccccc1	2%	3%	-2%	?	?	7%	-0.4%	1%	68%	27%	0%
CCOc1cc(-c2sc(Nc3ccccc3)n[n+]2-c2ccc(F)cc2)ccc1OC	-2%	-7%	1%	6%	1	-3%	0.5%	20%	-9%	6%	-14%
CC1CCCCC1NC(=O)c1cccc(S(=O)(=O)N2CCN(Cc3ccccc3)CC2)c1 (configuration not stated)	1%	5%	0%	5%	26	10%	-0.3%	-1%	-32%	-41%	-2%
Cc1ccc(/C=C(\C#N)c2nn(-c3ccccc3)c(N)c2C#N)cc1	1%	1%	2%	-9%	1	3%	-0.5%	-9%	-70%	-30%	-1%
N/C(=N\OC(=O)Cc1ccc(Cl)cc1)c1cccnc1	1%	0%	-1%	13%	6	-2%	-1.2%	nt	9%	0%	-3%
O=C(CN(Cc1ccc(F)cc1)C(=O)Cn1nnc2ccccc21)NCC1CCCO1 (configuration not stated)	-1%	-1%	0%	-3%	0	-2%	0.1%	10%	3%	-12%	-7%
O=C(N[C@@H](Cc1ccccc1)C(=O)OCc1ccccc1)c1nc[nH]c1C(=O)NCc1ccccc1	4%	-15%	2%	0%	4	0%	-0.2%	-6%	-39%	10%	-5%
O=C(CCCc1ccccc1)NCCC1=CCCCC1	1%	-4%	-2%	22%	?	?	0.2%	2%	3.2µM*	41%	1%
CC(NC(=O)c1cccnc1)c1ccc2c(c1)OCO2 (configuration not stated)	1%	-3%	4%	-3%	-2	13%	0.4%	nt	8%	13%[7.66 µM]	-5%

Entries from the list above that have an aryl thioether with sulfur outside any ring:
SMILES	ELG1 genotoxic	ASM inhibitor	USP2a inh	p53 reactivation	TRPV1 ag	Eya2 inh	B2AR arrestin	uPA generation	BRCA1 expr act	Integrin act MD	PTAP TSG101 blk
NC(=O)CSc1n[nH]c(=O)n1CCc1ccccc1	0%	1%	4%	0%	-5	6%	0.1%	7%	-7%	-24%	1%
O=C(CSc1ccccc1)NCCSCc1ccccc1	2%	3%	-2%	?	?	7%	-0.4%	1%	68%	27%	0%

More compounds
SMILES	ELG1 genotoxic	ASM inhibitor	USP2a inh	p53 reactivation	TRPV1 ag	Eya2 inh	B2AR arrestin	uPA generation	BRCA1 expr act	Integrin act MD	PTAP TSG101 blk
Cc1nn(-c2nc3ccccc3s2)c(C)c1Oc1ccccc1O	?	2%	1%	13µM*	3	-1%	-0.2%	-7%	?	?	0%
Cc1sc(NC(=O)c2cccs2)c(C(N)=O)c1C	?	-1%	0%	?	6	-7%	-1.0%	-24%	15%	-11%	-3%
O=C1NC2(CCCCCC2)C(=O)N1Cc1cccc(Cl)c1	0%	1%	-1%	-5%	10	-5%	0.2%	11%	-6%	20%	-2%
O=C(O)/C=C/c1cnc2ccccc2c1	1%	-2%	5%	2%	0	-2%	0.2%	2%	26%	21%	0%
O=C1N/C(=N/O)S/C1=C\c1ccccc1-n1cccn1	4%	10%	2%	5%	1	10%	0.0%	-13%	-25%	-15%	-3%
COc1ccc(-c2cc3c(=O)n(CC(=O)NCc4ccc(Cl)cc4)ncn3n2)cc1	?	0%	2%	nt	3	18%	0.3%	6%	-15%	8%	-1%
CCOc1ccc(C2C(C(=O)c3ccco3)=C(O)C(=O)N2CCCn2ccnc2)cc1OCC (configuration not stated)	2%	1%	2%	4%	3	-7%	0.1%	-1%	10%	-30%	-5%
Cc1ccc(C(=O)Nc2ccc(F)cc2)cc1NC1=NC2CS(=O)(=O)CC2S1 (configuration not stated)	2%	0%	-1%	3%	2	-3%	0.2%	2%	1%	-12%	0%
COc1ccc(OC)c(C2c3c(oc4ccccc4c3=O)C(=O)N2CCCN(C)C)c1 (configuration not stated)	3%	-1%	-3%	5%	6	-33%	-0.2%	-2%	-18%	9%	0%
Cc1ccc(NCC(=O)N/N=C/c2ccc(OC(=O)c3ccco3)cc2)cc1	7%	-6%	1%	-2%	1	3%	-0.6%	-2%	9%	19%	0%
CCOc1ccc(S(=O)(=O)Nc2ccc(C(=O)NCC(c3ccccc3)N(C)C)cc2)cc1 (configuration not stated)	-2%	2%	1%	nt	1	8%	0.0%	6%	-15%	-2%	nt
COc1ccc(-n2c(Cc3cccn3C)nnc2SCC(=O)NCCc2ccccc2)cc1	-1%	1%	1%	-9%	-3	-8%	0.0%	-6%	2%	8%	nt
O=C(NCCCn1ccnc1)c1cc2c(s1)CCCCC2	?	3%	0%	11%	5	-28%	-0.1%	nt	3%	1%	-5%
CC(Oc1ccc(S(=O)(=O)N2CCCC2)cc1[N+](=O)[O-])C(=O)NC1(C#N)CCCCC1 (configuration not stated)	0%	-2%	1%	-8%	1	14%	0.1%	-7%	-13%	-1%	-5%
COC(=O)c1ccccc1NC(=O)C1CC(c2ccccc2O)=NO1 (configuration not stated)	-5%	-8%	-1%	-4%	21	3%	-0.4%	6%	-6%	8%	-5%
COc1ccc(C(=O)N2CCN(c3c(C)cccc3C)CC2)cc1OC	4%	-3%	1%	-6%	-1	-1%	0.4%	-3%	3%	0%	-2%

Compound activity deposited in PubChem BioAssay by National Center for Advancing Translational Sciences (NCATS).
